Mito fusion act: qHTS Assay for Small Molecule Inhibitors of Mitochondrial Division or Activators of Mitochondrial Fusion. Potency, µM (highest dose often 46.1 µM), without a hit: at the highest dose growth rescue (activation), actives largely listed as activators. S. cerevisiae fusion-defective mutant growth rescue, CellTiterGlo 48 h. hit rate 0.23% among 320,000;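 further: potency means the concentration at half of the fitted maximal effect; % of control where 0% means no effect; nearly all actives have a fitted effect of over 45% in size; temperature-sensitive fusion mutants such as fzo1-1 at 37 °C on non-fermentable ethanol glycerol medium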
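Compounds are tested for their ability to restore growth of mitochondrial fusion-defective yeast strains at non-permissive 37C in YPEG medium over 48 hours. Viability is quantified by luciferase luminescence.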
TSG101-PTAP inh: qHTS Assay for Iinhibitors of HIV-1 Budding by Blocking the Interaction of PTAP/TSG101; Tumor susceptibility gene 101 protein (Homo sapiens), Q99816; Fluorescence polarization, FITC-PTAP peptide / Tsg101 binding; Potency, µM (titrated, usually from 115 µM), inactives show at the highest dose activity change, negative = inhibition, actives largely listed as inhibitors; 340,000 tested, under 10 active; active means well fitted inhibition curve with a large enough effect in the main read-out, with a control signal flat, not every such curve was filed as active; inconclusive means small, poorly fitted or top-dose-only effect, or effect the other way, or a change in a side signal; inactive means no such curve, though single readings can be large or run the other way; further: potency means the concentration at half of the fitted maximal effect; % of control where 0% means no effect
Target sequence (Q99816 whole entry, looked up): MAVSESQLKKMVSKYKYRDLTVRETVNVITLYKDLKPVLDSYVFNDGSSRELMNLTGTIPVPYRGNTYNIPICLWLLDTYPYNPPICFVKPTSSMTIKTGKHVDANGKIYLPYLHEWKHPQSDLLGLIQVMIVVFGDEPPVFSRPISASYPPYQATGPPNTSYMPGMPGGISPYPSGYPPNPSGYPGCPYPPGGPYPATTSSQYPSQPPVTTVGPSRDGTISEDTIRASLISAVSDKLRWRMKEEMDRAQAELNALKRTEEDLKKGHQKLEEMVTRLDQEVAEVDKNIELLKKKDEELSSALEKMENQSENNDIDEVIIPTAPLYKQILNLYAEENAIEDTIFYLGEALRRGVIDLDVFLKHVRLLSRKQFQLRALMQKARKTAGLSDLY
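Fluorescence anisotropy tracks displacement of a FITC-tagged PTAP peptide (50 nM) from the Tsg101 binding domain (10 uM), following a 20 min room-temperature incubation at pH 7.5.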
ASM inhibitor: Inhibitors of Secretory Acid Sphingomyelinase (S-ASM): qHTS; Sphingomyelin phosphodiesterase (Homo sapiens), P17405; placental ASM, HMU-PC fluorogenic substrate, 60 min; Potency, µM (highest dose often 57.5 µM), without a hit: top-dose activity change, negative = inhibition, usual class: inhibitors; hit rate 0.006% among 340,000; further: potency means the concentration at half of the fitted maximal effect
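Human placenta-derived ASM preincubated with compound 10 min at room temperature, then reacted with 9 uM (final) fluorogenic HMU-PC substrate for 60 min at 37 C. Stop solution raises pH to 10; fluorescence read at Ex 386/Em 447 nm.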
ELG1 DNA repair: qHTS screen for small molecules that inhibit ELG1-dependent DNA repair in human embryonic kidney (HEK293T) cells expressing luciferase-tagged ELG1; HEK293T ELG1-luciferase reporter, luminescence, 16 h; DNA damage induced by 5-fluorouridine; Potency, µM (titrated, usually from 46.1 µM), without a hit: at the top dose activity change, negative = inhibition, actives largely listed as inhibitors; hit rate 2.3% among 330,000; further: potency means the concentration at half of the fitted maximal effect; on the % scale 0 is the no-effect control and ±100 the full control effect; nearly all actives have a fitted effect of over 55% in size
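Cells (2,000 per well) received 5-fluorouridine plus test compound or DMSO and were incubated 16 hr at 37 °C, 5% CO2. Luciferase activity was read by luminescence 30 min after ONE-Glo addition; signal suppression marked inhibition of damage-induced ELG1 function.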
a7 integrin act: qHTS for Activators of Integrin-Mediated Alleviation for Muscular Dystrophy. alpha7betagal myoblasts, beta-gal FDG fluorescence, 48 h. Potency, µM (series often up to 38.3 µM), inactives show at the top dose activation, most hits filed as activators. hit rate 0.064% among 350,000;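 further: potency means the concentration at half of the fitted maximal effect; 100% = response of the positive control SU9516; nearly all actives have a fitted effect of over 60% in size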
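Alpha7betagal+/- myoblasts (passage 13) were plated 16-24 hr, then exposed to compounds (1:260 dilution of DMSO stock) for 48 hours at 37C. After MPER lysis, β-galactosidase reporter activity was read as FDG fluorescence (ex 480/em 540) after 30 minutes.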
TCR act: Activators of T cell receptors: qHTS campaign | primary human leukocytes, anti-CD3, IL-2 HTRF, 48 h | Potency, µM (series often up to 9.22 µM), without a hit: top-dose activation of IL-2 secretion, usual class: activators | 330,000 tested, under 10 active | AID 504894, 2011; further: % of control where 0% means no effect
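Using a-CD3 beads without co-stimulation, primary human leukocytes were exposed to compounds for 48 hr. An HTRF IL-2 kit measured the cytokine, with europium-to-d2 energy transfer producing emission at 665nm upon 320nm excitation.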
AT treatment: qHTS Assay for Identifying a Potential Treatment of Ataxia-Telangiectasia | Potency, µM (highest dose often 57.5 µM), for the others: at the top dose activation, actives largely listed as activators | hit rate 0.19% among 320,000 | […] A-T fibroblasts, KAP-1 phosphorylation AlphaLISA; neocarzinostatin DNA damage 30 min before lysis; further: potency means the concentration at half of the fitted maximal effect; % of control where 0% means no effect; nearly all actives have a fitted effect of over 45% in size
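ATM-like activity read as KAP-1 phosphorylation via AlphaLISA donor/acceptor antibody pairs after lysis and 6 hr at 25C. Cells were ATM-null patient fibroblasts ([…], hTERT), dosed 60 min, then exposed to the DSB inducer NCS for 30 min.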
Chronic BCR inh: qHTS Assay to Find Inhibitors of Chronic Active B-Cell Receptor Signaling; hit rate 0.05% among 340,000; AID 493014, 2011; Potency, µM (top dose mostly 46.1 µM), inactives show at the highest dose ratio change, negative = lower green/red ratio, hits mostly inhibitors; ABC-DLBCL IkBa-CBG/CBR reporter, luminescence ratio, 4 h; active means well fitted inhibition curve with a large enough effect in the signal ratio, with a control signal flat, not every such curve was filed as active; inconclusive means small, poorly fitted or top-dose-only effect, or effect the other way, or a change in a side signal; the % refers to the signal ratio;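 further: potency means the concentration at half of the fitted maximal effect; plate controls were basal doxycycline-induced cells for no effect and cells given 10 µM MG132 for full effect; MG132 reads +100%, hits lower the ratio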
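Doxycycline induced both beetle luciferases in TMD8 lymphoma cells; IKK-driven degradation limits the IkappaBalpha-fused green signal, while red luminescence normalises for cell number and nonspecific effects. Compounds tested up to 46 uM, 4 hrs.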
Tb PFK inh: qHTS Assay to Find Inhibitors of T. brucei phosphofructokinase | Potency, µM (titrated, usually from 57.5 µM), for the others: top-dose activity, negative = inhibition, actives largely listed as inhibitors | ATP-dependent 6-phosphofructokinase (Trypanosoma brucei brucei), O15648 | T. brucei PFK, ADP-Glo luminescence | hit rate 0.17% among 330,000;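 further: potency means the concentration at half of the fitted maximal effect; 0% = uninhibited 1x PFK enzyme wells and -100% = no-enzyme wells; nearly all actives have a fitted effect of over 60% in size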
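Luminescent ADP detection (ADP-Glo, two-step: ATP depletion then ADP-to-ATP conversion for luciferase) reported PFK activity after 45 min room-temperature reaction of 1.25 nM enzyme with 0.5 mM F6P and 0.1 mM ATP at pH 8.0.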
Eya2 inh: qHTS Assay for Inhibitors of the Phosphatase Activity of Eya2; Protein phosphatase EYA2 (Homo sapiens), O00167; recombinant Eya2, OMFP fluorescence dephosphorylation (OMFP is methylfluorescein phosphate); Potency, µM (series often up to 76.9 µM), for inactives: top-dose activity, negative = inhibition, usual class: inhibitors; hit rate 0.006% among 330,000; further: potency means the concentration at half of the fitted maximal effect; on the % scale 0 is the no-effect control and ±100 the full control effect
Target sequence (O00167 whole entry, looked up): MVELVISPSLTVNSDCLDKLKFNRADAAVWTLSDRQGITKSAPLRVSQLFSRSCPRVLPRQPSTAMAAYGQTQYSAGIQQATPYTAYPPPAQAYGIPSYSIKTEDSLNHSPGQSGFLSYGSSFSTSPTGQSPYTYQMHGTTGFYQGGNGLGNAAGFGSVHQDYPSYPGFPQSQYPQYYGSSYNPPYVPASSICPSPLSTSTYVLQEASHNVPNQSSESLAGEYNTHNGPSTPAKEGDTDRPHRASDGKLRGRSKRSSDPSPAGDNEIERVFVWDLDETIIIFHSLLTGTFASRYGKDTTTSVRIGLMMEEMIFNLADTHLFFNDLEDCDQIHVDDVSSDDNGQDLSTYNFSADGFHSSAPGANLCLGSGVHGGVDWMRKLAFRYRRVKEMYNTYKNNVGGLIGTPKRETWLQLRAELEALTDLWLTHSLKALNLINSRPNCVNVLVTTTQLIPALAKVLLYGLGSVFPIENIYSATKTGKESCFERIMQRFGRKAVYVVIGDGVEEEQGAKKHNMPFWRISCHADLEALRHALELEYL
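Eya2 protein (added as 0.2 uM solution) was preincubated with compound for 10 min at ambient temperature in 50 mM HEPES pH 7.5, 50 mM NaCl, 5 uM MgCl2, 0.05% BSA, 1 mM DTT. OMFP (added at 50 uM) then reacted 10 min; fluorescence read at 485/525 nm.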
TSHR antag: Antagonists of the Thyroid Stimulating Hormone Receptor: HTS campaign; Thyrotropin receptor (Homo sapiens), P16473; TSHR-expressing cells, TSH-stimulated cAMP HTRF, 2 h; hits give low values; activity change, negative = inhibition, % at 11.5 µM; hit rate 0.2% among 330,000; AID 504810, 2011;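 active means activity change below a set negative limit, meaning inhibition stronger than a set level, cut at about -70% in these data; inconclusive means activity change between two set negative limits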; further: on the % scale 0 is the no-effect control and ±100 the full control effect
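TSHR-expressing cells were treated with compounds, then stimulated with TSH at EC80 (4nM final) for 2 hours at 37 deg C. Cellular cAMP was measured by HTRF competition between lysate cAMP and cAMP-d2 for a cryptate-labelled anti-cAMP antibody.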
* marks the source's active call; other numbers are inactive results; ? = inconclusive; nt = no result given; [ ] = remark or other dose. Unless noted, the call rests on the fitted dose curve; in most records, active means well fitted curve in the direction sought with a large enough effect; inconclusive means small, poorly fitted or top-dose-only effect, or another doubt; inactive means no such curve, though single readings can be large; an effect the other way counts as inactive or inconclusive.

A first look, two compounds:
Fields: ASM inhibitor	TSHR antag	a7 integrin act	TSG101-PTAP inh	TCR act	Eya2 inh	Chronic BCR inh	ELG1 DNA repair	Mito fusion act	AT treatment	Tb PFK inh
> CC(=O)Nc1ccc(S(=O)(=O)CCC(=O)O)cc1
→ 4%	-4	4%	-3%	0%[46.1 µM]	-1%	-1%	?	0%	3%	0%
> Cc1ccc(O)c(-c2cc(C(F)(F)F)[nH]n2)c1
→ 0%	2	33%	-4%	-6%	5%	?	9%	-9%	7%	-1%

The listing, previewed entries included:
Fields: ASM inhibitor	TSHR antag	a7 integrin act	TSG101-PTAP inh	TCR act	Eya2 inh	Chronic BCR inh	ELG1 DNA repair	Mito fusion act	AT treatment	Tb PFK inh
> CC(=O)Nc1ccc(S(=O)(=O)CCC(=O)O)cc1
→ 4%	-4	4%	-3%	0%[46.1 µM]	-1%	-1%	?	0%	3%	0%
> Cc1ccc(O)c(-c2cc(C(F)(F)F)[nH]n2)c1
→ 0%	2	33%	-4%	-6%	5%	?	9%	-9%	7%	-1%
> O=C(NCCN1CCOCC1)c1cc(-c2ccc(Cl)c(Cl)c2)on1
→ 6%	0	-8%	-1%	3%	-1%	?	16%	-3%	-2%	-13%
> Nc1ccc(-n2nnnc2CN2CCOCC2)cc1
→ 1%	-4	9%	0%	5%	-2%	3%	?	-2%	1%	1%
> NC(=O)C1CC(=O)N(c2ccc(OCc3ccc(F)cc3)cc2)C1 (stereo not drawn)
→ 1%	-11	-15%	-4%	-2%	-5%	?	?	2%	0%	1%
> COC(=O)CSc1nc(N)c(C#N)c(C(C)C)c1C#N
→ -1%	2	-33%	-7%	nt	-10%	?	0%	?	nt	7%
> Cc1ccc(N2CC(C(=O)Nc3ccncc3)CC2=O)cc1 (stereo not drawn)
→ -2%	3	-14%	1%	0%	18%	0%	2%	-2%	1%	-4%
> Cc1ccc(-c2cnn(-c3ccccc3)c2N)cc1
→ -6%	-11	-24%	-9%	-8%	-22%	?	?	-15%	-3%	-15%
> OCCNc1nc(Nc2ccc(O)cc2)nc2ccccc12
→ -2%	2	-25%	-1%	10%	-8%	?	-2%	-19%	0%	-4%
> COc1ccc(Cc2nc(-c3ccc(Cl)cc3)no2)cc1
→ 4%	-2	-7%	-4%	-2%	-36%	?	?	-6%	10%	-8%
> Cc1c(N(C)C(=O)C2CCCN2S(=O)(=O)c2ccccc2)c(=O)n(-c2ccccc2)n1C (stereo not drawn)
→ -1%	6	-14%	-8%	1%	-2%	5%	-4%	0%	-2%	-10%
> COC(=O)c1ccc(NC(=O)C2C3C=CC(C3)C2C(=O)O)cc1 (stereo not drawn)
→ 2%	-3	11%	-5%	-4%	-17%	7%	-5%	-22%	-11%	-12%
> CN(C)c1nc(N(C)C)nc(N(C#N)CCOc2ccccc2)n1
→ -10%	-7	-14%	-1%	-1%[46.1 µM]	-10%	?	-29%	16%	2%	0%
> O=C(NCc1ccccc1)c1cc(=O)[nH]c2ccccc12
→ 6%	-4	5%	5%	3%	0%	-12%	7%	-2%	nt	-1%
> CN(CCCNC(=O)CSc1cc(=O)n(C)c2cc(Cl)ccc12)Cc1ccccc1
→ -1%	0	-36%	-3%	3%	10%	?	?	-9%	0%	2%
> CN(c1ccccc1)S(=O)(=O)c1ccc(NC(=O)C2CCCCC2C(=O)O)cc1 (stereo not drawn)
→ 0%	12	9%	28%	3%	-12%	0%	1%	-1%	15%	1%
> Cc1cc(NC(=O)c2ccco2)c(=O)n(Cc2cccc(C(F)(F)F)c2)c1
→ -8%	?	-43%	-7%	-6%	-1%	?	-15%	11%	1%	0%
> CSCCC(NC(=O)c1ccccc1Br)C(=O)NCCCn1nc(C)cc1C (stereo not drawn)
→ 4%	5	?	-7%	-3%	-33%	1%	-2%	3%	-1%	-2%
> CCc1ccc(NC2=NCC(=O)N2Cc2ccc3c(c2)OCO3)cc1
→ -6%	-3	-23%	2%	-2%	20%	-14%	4%	1%	3%	-8%
> Cc1cc(NC(=O)/C=C/c2ccc(Br)cc2)no1
→ 1%	0	-4%	0%	1%[46.1 µM]	9%	?	?	-7%	7%	-1%
> CCS(=O)(=O)N1Cc2ccccc2CC1C(=O)Nc1cccc(S(=O)(=O)N(C)C)c1 (stereo not drawn)
→ -1%	-2	-19%	0%	-2%	15%	0%	1%	-3%	-20%	-1%
> Cc1cccc(NC(=O)CSCC(=O)N2CCCc3ccccc32)c1
→ 1%	-4	-10%	-2%	2%	25%	-2%	3%	3%	4%	14%
> FC(F)(F)c1cnc(Sc2nc3nccc(-c4ccc(Cl)cc4)n3n2)c(Cl)c1
→ -13%	11	-37%	-1%	0%	2%	7%	-1%	?	nt	8%
> Cc1cccc(C(=O)O/N=C2\CCCc3ccccc32)c1
→ -1%	-4	0%	-4%	1%	2%	-1%	?	4%	2%	4%
> Cc1cc(N2CCN(C3CCCCC3)CC2)nc2cccc(O)c12
→ 12%	-14	20%	0%	-1%[46.1 µM]	-5%	1%	-9%	5%	2%	3%
> Cc1cc(C)n(CC(=O)O)n1
→ -1%	-5	0%	-3%	6%[46.1 µM]	-5%	1%	3%	0%	nt	-3%
> COC(=O)[C@H](CCSC)NC(=O)c1cc2c(cn1)[nH]c1ccccc12
→ 1%	-4	4%	-1%	3%	1%	?	-1%	-9%	7%	-18%
> CCc1ccccc1NC(=O)Cc1ccc(-n2cccc2)cc1
→ -2%	7	5%	2%	3%[46.1 µM]	3%	-9%	-1%	0%	3%	-2%
> Cc1ccc(C)c(CN2CCC(n3nccc3NC(=O)CCCc3ccccc3)CC2)c1
→ -1%	20	-29%	-6%	6%	-4%	?	?	-7%	1%	4%
> CCc1cccc(NC(=O)CCCn2nc(CC)n3c(cc4occc43)c2=O)c1
→ 2%	-6	11%	0%	-9%	7%	-1%	8%	0%	9%	-1%
> CCN(C(=O)COC(=O)c1cc(-c2ccc3cc(OC)ccc3c2)nc2ccccc12)C1CCS(=O)(=O)C1 (stereo not drawn)
→ nt	7	nt	nt	5%	-5%	?	?	13%	-3%	-2%
> Cn1cc(CCCC(=O)NCc2ccc(F)cc2)c2ccccc21
→ 2%	6	-23%	1%	3%	-16%	-10%	1%	12%	5%	-2%
> COc1ccc(C2=NC(=O)/C(=C\c3cc(OC)c(OC)c(OC)c3)O2)cc1
→ 10%	19	?	?	-1%[46.1 µM]	5%	6%	-2%	-4%	2%	2%

Quoted from the listing.
Tb PFK inh, COC(=O)CSc1nc(N)c(C#N)c(C(C)C)c1C#N reads 7%
a7 integrin act, CCc1cccc(NC(=O)CCCn2nc(CC)n3c(cc4occc43)c2=O)c1 reads 11%
a7 integrin act, Nc1ccc(-n2nnnc2CN2CCOCC2)cc1 reads 9%
Eya2 inh, CN(CCCNC(=O)CSc1cc(=O)n(C)c2cc(Cl)ccc12)Cc1ccccc1 reads 10%
